Screening data from PubChem.
MC4R antagonist = blocks human MC4R cAMP signaling. MC4R-expressing cells, MTII-stimulated cAMP, LANCE TR-FRET. actives 0.48% (n = 360,000). inhibition, % at 6.5 µM. AID 540295. P32245;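 active means inhibition above its plate's cutoff, the mean of tested wells on that plate plus 3 SD, cut at about 29% in these data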;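 further: 0% = Melanotan II alone and 100% = Melanotan II plus saturating MCL0020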
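System – human MC4R-expressing U2OS cells · Also added – Melanotan II · Dosing – one concentration, 6.5 µM nominal · Timing – 30-min compound, 1-h challenge, 1-h detection, room temperature · Measured by – Eu-cAMP/anti-cAMP TR-FRET, emission 671 nm · Replicates – singlicate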
SRC2 inh = inhibits human steroid receptor coactivator 2. Q15596. HEK293 GAL4-SRC2 luciferase reporter, luminescence. inhibition, % at 9 µM. actives 0.17% (n = 370,000). AID 651957;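 active means inhibition above the mean inhibition of all tested compounds plus 3 SD, set per campaign, cut at about 52% in these data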;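 further: 0% = DMSO treated cells and 100% = cells given Gossypol at 36 µM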
NCOA3 inh = human NCOA3 inhibition. AID 588352. Q9Y6Q9. inhibition, % at 3.6 µM. actives 0.17% (n = 360,000). HEK293 GAL4-SRC3 luciferase reporter, luminescence;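 active means inhibition above a per-campaign cutoff, the mean of all compounds plus 3 SD, cut at about 60% in these data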;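 further: 0% = DMSO-treated cells and 100% = gossypol-treated cells at 36 µM; higher means less SRC3-driven luciferase light from the GAL4 reporter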
SRC1 inh = inhibits human SRC1 coactivator | Q15788 | HEK293 GAL4-SRC1 luciferase reporter, luminescence | inhibition, % at 3.6 µM | actives 0.12% (n = 360,000);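 active means inhibition above the campaign mean plus 3 SD, with each screening campaign given its own cutoff, cut at about 60% in these data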;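 further: 0% = DMSO treated cells and 100% = gossypol at 36 µM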
TLR9-MyD88 block = inhibitors of human TLR9-MyD88 binding; AID 504734; CHO BLA complementation TLR9-MyD88, CCF4 FRET ratio; inhibition, % at 4.98 µM; actives 0.21% (n = 340,000);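 active means inhibition above the mean over all tested compounds plus 3 SD, cut at about 21% in these data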;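 further: 0% = DMSO only wells and 100% = clavulanate BLA inhibitor control wells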
NOD2 RIPK2 PPI = blocks binding of human NOD2 to RIPK2; O43353; CHO BLA complementation NOD2-RIPK2, CCF4 ratio; inhibition, % at 4.98 µM; actives 0.38% (n = 360,000); in the data active means inhibition above about 21%;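 further: 0% = vehicle only and 100% = reference blocker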
Target sequence (O43353 whole entry, looked up): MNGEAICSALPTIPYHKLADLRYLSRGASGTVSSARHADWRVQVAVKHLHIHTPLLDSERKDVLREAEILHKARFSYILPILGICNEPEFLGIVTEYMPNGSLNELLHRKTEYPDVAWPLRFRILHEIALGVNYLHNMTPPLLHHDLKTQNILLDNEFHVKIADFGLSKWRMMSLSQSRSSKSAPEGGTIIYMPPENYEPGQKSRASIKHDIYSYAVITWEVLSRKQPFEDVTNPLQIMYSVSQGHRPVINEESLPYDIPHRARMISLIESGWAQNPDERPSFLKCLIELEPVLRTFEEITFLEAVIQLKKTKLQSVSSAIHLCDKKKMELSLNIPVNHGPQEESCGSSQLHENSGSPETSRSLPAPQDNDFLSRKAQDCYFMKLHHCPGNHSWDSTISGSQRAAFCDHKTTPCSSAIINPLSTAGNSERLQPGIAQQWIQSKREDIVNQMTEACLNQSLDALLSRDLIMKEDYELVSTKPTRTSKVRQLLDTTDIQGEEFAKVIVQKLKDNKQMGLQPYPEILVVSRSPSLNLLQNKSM
ABHD5 PLIN5 PPI = inhibitors of human ABHD5-perilipin-5 interaction; Q00G26+Q8WTS1; Split G. princeps luciferase complementation, luminescence, 4 h; inhibition, % at 4 µM; actives 0.78% (n = 360,000); AID 602281;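 active means inhibition above the mean inhibition across every tested compound plus 3 SD, cut at about 22% in these data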;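 further: 0% = DMSO only wells and the 100% control is not disclosed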
LRH-1 inv ag = NR5A2 inverse agonism in reporter assay | O00482 | HEK293T StAR-luciferase reporter, LRH-1 transfected, 24 h | inhibition, % at 3.6 µM | actives 0.13% (n = 360,000) | AID 602396;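 active means inhibition above the mean inhibition of all tested compounds plus 3 SD, cut at about 73% in these data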;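 further: 0% = DMSO wells and 100% = reporter-only cells lacking LRH-1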
EBV LMP1 NFkB = Epstein-Barr LMP1 NF-kappaB reporter inhibition. actives 0.69% (n = 350,000). LMP1-induced NF-kappaB luciferase reporter cells, luminescence. inhibition, % at 12.5 µM; in the data active means inhibition above about 41%;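 further: 0% = neutral control wells and 100% = reference inhibitor control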
MC4R barr agon = human MC4R agonism via beta-arrestin. P32245. U2OS MC4R beta-arrestin complementation, luminescence; percent of melanotan II response, DMSO zero. activation, % at 8.9 µM. actives 0.98% (n = 360,000). AID 540308;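 active means activation above a per-plate cutoff, the mean activation of sample wells on that plate plus 3 SD, cut at about 8% in these data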
NR2F2 inh = NR2F2 (human) inhibition, primary screen; actives 0.7% (n = 370,000); inhibition, % at 8.6 µM; AID 686940; P24468; HEK293T NGFI-A luciferase reporter, luminescence;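 active means inhibition above a per-plate cutoff, mean inhibition of test wells between control levels plus 3 SD, cut at about 38% in these data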;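 further: cells cotransfected with COUP-TFII expression vector driving the NGFI-A reporter; 0% = median of COUP-TF2 test wells and 100% = reporter-only cells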
Target sequence (P24468 whole entry, looked up): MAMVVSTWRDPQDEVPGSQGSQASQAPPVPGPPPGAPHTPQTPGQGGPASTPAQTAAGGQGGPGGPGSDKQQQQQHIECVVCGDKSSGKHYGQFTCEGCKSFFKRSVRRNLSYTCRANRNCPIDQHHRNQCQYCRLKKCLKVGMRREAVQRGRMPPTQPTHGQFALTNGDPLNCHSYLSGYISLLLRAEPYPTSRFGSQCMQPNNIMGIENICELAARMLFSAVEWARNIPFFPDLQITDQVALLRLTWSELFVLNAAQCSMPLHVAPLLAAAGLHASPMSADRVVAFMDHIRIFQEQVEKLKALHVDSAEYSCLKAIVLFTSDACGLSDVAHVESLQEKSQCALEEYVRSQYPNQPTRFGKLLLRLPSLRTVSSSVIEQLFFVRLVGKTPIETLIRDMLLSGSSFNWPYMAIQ
* hit, by the source's call; · = no result given. The list is partial; count on the stated rates, not on these rows.

SMILES	MC4R antagonist	SRC2 inh	NCOA3 inh	SRC1 inh	TLR9-MyD88 block	NOD2 RIPK2 PPI	ABHD5 PLIN5 PPI	LRH-1 inv ag	EBV LMP1 NFkB	MC4R barr agon	NR2F2 inh
CCCC(C)C1(CC)C(=O)NC(=O)N=C1N (stereo not given)	-1	-16	-6	-43	9	12	-9	14	-6	-0.4	1
Cn1c(O)c(C2=NN(C(=O)CCl)C(c3ccccc3)C2)c(=O)n(C)c1=O (stereo not given)	-3	-18	8	-21	10	-3	4	13	10	1.2	-8
Nc1ccc(-c2ccccc2)cc1	-3	-62	-49	-38	0	-9	-5	-45	-10	0.0	-36
CC(C)[C@H]1C(=O)O[C@@H]2CCN3CC=C(COC(=O)[C@](C)(O)[C@]1(C)O)[C@H]23	11	-10	-7	2	5	1	1	-21	-5	-1.2	8
CC(C)CCNC(=O)c1cc(C(=O)c2cc(F)ccc2O)cn(CCC(C)C)c1=O	-2	11	20	-11	-3	-1	2	-11	-5	-2.5	-6
O=c1[nH]c(=O)n(Cc2ccco2)c(O)c1C=NCc1ccc2c(c1)OCO2	6	-8	-7	3	4	0	2	-1	2	-0.5	5
COC(=O)c1ccc(NC(=O)CSc2nc3ccc(N4C(=O)C5C6C=CC(C6)C5C4=O)cc3s2)cc1 (stereo not given)	6	50	34	-15	-6	-2	-9	39	14	-0.6	64*
Cc1nc(SCc2c(Cl)cccc2Cl)nc(OC(=O)N(C)C)c1C	18	7	0	-13	10	9	2	-20	-8	-0.1	24
O=S(=O)(c1ccccc1)C1CN1c1c(F)c(F)c(F)c(F)c1F (stereo not given)	·	-5	·	·	·	-7	4	-4	·	·	-2
CN1C(=O)C(C)(C2=CCCCC2)C(=O)NC1=S (stereo not given)	1	-1	-2	-9	-2	-3	-8	-2	1	-0.6	4
COC(=O)C1=C(c2ccc(-c3ccccc3)c(F)c2)C[C@@H]2CC[C@H]1N2C(=O)N1CCC(O)CC1	11	-17	8	16	-1	0	2	18	18	2.0	25
CCCn1ncc(CN2CCCC(C(=O)c3cccc(OC)c3)C2)c1C (stereo not given)	17	-34	14	-10	1	-4	0	-5	2	0.9	4
COc1cccc(C(c2nnnn2-c2ccc3c(c2)OCCO3)N2CCC(n3c(=O)[nH]c4ccccc43)CC2)c1OC (stereo not given)	·	9	41	32	·	-6	7	9	·	·	40*
CCC1(CC(C)c2ccccc2)C(=O)NC(=O)NC1=O (stereo not given)	-3	4	2	0	-3	-12	4	18	-1	-0.3	-2
CN1C(=O)C(=Cc2cn(CC(=O)N3CCCCC3)c3ccccc23)C(=O)N(C)C1=O	16	·	0	2	6	-5	18	7	-5	-0.6	·
Cc1nn(Cc2ccccc2)c(Cl)c1C(=O)OCC(=O)NCC1CCCO1 (stereo not given)	1	0	-1	0	-5	-8	-4	-11	-4	-1.6	1
CCn1cc(C(=O)c2ccccc2)c2ccccc21	12	4	3	-7	-9	0	-1	19	8	-1.5	7
CCCOc1ccc(C(=O)NC(=S)N2C[C@H]3C[C@H](C2)c2cccc(=O)n2C3)cc1	-2	13	-13	8	2	-22	-3	16	-1	-0.4	-10
CC[C@]12C=CCN3CCC4(c5cc(Br)c(OC)cc5N(C)C4[C@@](O)(C(=O)OC)[C@@H]1OC(C)=O)C32 (stereo not given in full)	7	5	11	-1	-7	2	4	0	0	-3.6	1
CC1=C(C)CN2CC(C#N)=C(N)C2C1 (stereo not given)	·	·	-15	7	·	-6	-7	-13	·	·	·
CC/C(=N\Nc1ccccc1)c1c(O)n(-c2ccccc2)c(=O)[nH]c1=O	7	-3	11	10	0	6	25*	-12	-24	-2.5	13
CSc1nnc(OC(=O)N(C)C)n1-c1ccc(Cl)cc1	2	-20	12	2	-11	-4	-4	-14	0	0.5	-15
Cc1c(N=Nc2c(O)[nH]c(=S)[nH]c2=O)c(=O)n(-c2ccccc2)n1C	-7	-5	10	-4	7	4	2	10	6	-2.8	7
COc1ccc(OCC(=O)N2CCN(C(C)C)CC2)cc1	0	-1	10	12	4	-14	7	9	-3	6.3	-9
COc1cccc(N2C(=O)CC(=O)NC2=O)c1	1	8	-25	-2	-1	8	27*	-4	-1	-1.2	3
O=S(=O)(c1ccc(F)cc1)N1CN2CCN(C2)C1	8	-1	-1	12	-1	-12	4	4	3	-0.8	-6
O=C1CCCC2C3CCCN4CCCC(CN12)C34 (stereo not given)	3	-8	26	2	15	-5	13	-9	0	-1.3	-3
CC1CN(CCc2ccccc2)CC(C)O1 (stereo not given)	5	-10	-1	15	1	-1	5	2	9	-0.1	-11
CC1C(C)N1CC(O)Cn1ccnc1[N+](=O)[O-] (stereo not given)	-3	-10	8	0	1	-4	-10	-12	2	-1.1	19
O=C1NC(=O)C(C(CC(=O)c2ccccc2)c2ccccc2)C(=O)N1 (stereo not given)	11	-3	11	9	-5	1	-1	10	-9	0.9	4
CCOP(=O)(OCC)C(NC(=O)c1ccc(OC)cc1)C(Cl)(Cl)Cl (stereo not given)	5	-26	15	4	0	-7	-8	-6	2	0.0	-2
Cc1cc(OC(C)C(=O)NCc2cccnc2)c2c3c(c(=O)oc2c1)CCC3 (stereo not given)	-1	19	2	-9	-5	4	-4	36	-9	-0.6	19
Cc1ccc(OCC(=O)N2CCN(Cc3ccc([N+](=O)[O-])cc3)CC2)cc1	9	16	7	1	-7	-13	2	18	1	-0.5	0
O=C(C(=O)N1CCOCC1)c1cn(Cc2ccccc2)c2ccccc12	-4	-24	-5	7	-7	-20	0	-4	6	-1.7	6
[N-]=[N+]=NCCN1CCC(O)CCC1=O (stereo not given)	2	-47	-3	8	8	0	5	2	4	-0.3	-2
CCCCSP1(=S)NCCCN1	6	-37	20	-1	-15	0	-2	-4	2	-1.2	0
CCc1ccc(N2C(=O)NC(=O)/C(=C\C=C\c3ccco3)C2=O)cc1	24	22	-3	-35	4	15	22*	-24	-8	-0.1	-10
CCCNS(=O)(=O)c1ccc(OCC(=O)N2CCN(C)CC2)cc1	4	-8	23	6	10	3	3	16	0	-1.3	-4
CS(=O)(=O)c1ccc(C2=C(CNC(=O)c3ccncc3)[C@H]3CC[C@@H](C2)N3Cc2ccco2)cc1	6	18	-3	9	-2	3	6	-7	3	1.1	5
Cc1ccc(NC(=O)CN2C(=O)CN=C(c3ccccc3)c3cc(Cl)ccc32)cc1	7	1	-9	4	6	-1	0	9	3	7.5	8
O=c1[nH]c2ccccc2n1C1CCN(C(c2cccs2)c2nnnn2-c2ccc3c(c2)OCCO3)CC1 (stereo not given)	·	-5	25	38	·	-8	11	16	·	·	21
CCOP(=O)(OCC)C(c1ccccc1)N(C)C=O (stereo not given)	12	-1	-4	14	-5	58*	-3	4	-2	0.1	-9
COC(=O)[C@@]1(C#N)[C@@H]2C=CC(C(C)=O)=CN2[C@@H](C(N)=O)[C@@H]1c1ccc(F)cc1	5	-14	13	-3	-3	6	9	-16	3	2.7	-2
CC(=O)Nc1ccc(C2CN(C)CC2C(=O)c2ccc(Cl)cc2)cc1 (stereo not given)	9	-26	11	-33	2	8	5	-15	-15	-3.9	3
Clc1ccccc1CN1CCNCC1	13	7	4	0	-1	-3	4	-29	7	2.2	8
Cn1c(O)c(C=NCCCC(=O)O)c(=O)n(C)c1=O	-3	-1	7	9	7	4	1	-13	-5	0.1	10
O=C1NC(=O)N(CCNc2ncc(C(F)(F)F)cc2Cl)C(=O)C1/C=N/OCc1c(F)cccc1Cl (stereo not given)	12	-58	-7	-7	-6	6	1	-5	4	0.9	7
CCc1ccc(CNCCc2ccccc2F)cc1	2	-10	29	15	-2	-10	8	14	0	4.7	1
COc1ccc2[nH]c3c(c2c1)CCN[C@H]3C	9	19	8	1	-11	2	-1	-16	9	-1.0	8
CCN(CC)C(=O)Cn1cc(C=C2C(=O)N(C)C(=O)N(C)C2=O)c2ccccc21	16	18	-1	-11	-7	6	9	1	1	2.5	10
Cn1ncnc2c(=O)n(C)c(=O)nc1-2	-14	·	91*	88*	0	-16	-29	100*	90*	0.2	·
CC12CCC3C(CC=C4CC(O)CCC43C)C1C/C(=C\c1cccc(F)c1)C2=O (stereo not given)	5	-5	10	1	11	-17	1	20	2	14*	-6
C=Cn1ccnc1P(=S)(c1ccc(N(C)C)cc1)c1nccn1C=C	15	6	-5	-13	-9	2	-5	-7	4	-1.9	-7
C=C(C)[C@H]1CN[C@H](C(=O)O)[C@H]1CC(=O)O	-2	9	7	-6	8	5	1	-7	2	0.6	10
Cc1ccc(CN2CC3CC(C2)c2cccc(=O)n2C3)cc1 (stereo not given)	0	13	2	-12	6	1	3	1	1	-0.2	-10
C=CCn1c(O)c(/C=N/N2CCCCC2)c(=O)[nH]c1=O	2	12	17	9	-5	-3	-8	-10	-1	-0.9	5
COC/C=C1\CN2C3C[C@@H]1[C@H]1COC4=Nc5cc(OC)c(OC)c(OC)c5[C@@]43C[C@@H]12	8	-11	9	-5	2	-2	-4	21	-5	-3.7	1
CC(O)(CS(=O)(=O)c1ccccc1)C(=O)Nc1ccc(C(F)(F)F)cc1 (stereo not given)	4	-12	21	1	-11	2	7	-2	11	1.0	15
Cc1cc(/C=C2\C(=O)NC(=O)N(c3ccccc3)C2=O)c(C)n1-c1ccc(C(=O)O)c(Cl)c1	-8	-31	-5	12	-7	9	10	-9	5	-1.7	6
COC(=O)C1=C(c2c(C)noc2C)C[C@@H]2CC[C@H]1N2C(=O)N1CCC(C)CC1	2	-6	-2	6	0	-8	-9	-25	5	-0.7	-6
Other entries
SMILES	MC4R antagonist	SRC2 inh	NCOA3 inh	SRC1 inh	TLR9-MyD88 block	NOD2 RIPK2 PPI	ABHD5 PLIN5 PPI	LRH-1 inv ag	EBV LMP1 NFkB	MC4R barr agon	NR2F2 inh
CCCCn1c(C)c(C(=O)OCC)c2c(CN3CCCC3)c(O)ccc21	-6	29	6	5	-3	-2	3	-6	14	-0.9	13
COc1ccc(-c2nn(CCC#N)cc2C(=O)NCc2ccccc2)cc1[N+](=O)[O-]	-6	-22	-1	6	6	-11	-7	-5	7	-0.5	4
CCN(CC)C(=O)c1ccc(NC(=O)c2cc(S(=O)(=O)N3CCCCCC3)ccc2OC)cc1	2	16	-2	-22	-3	9	7	-1	4	-4.7	14
CCc1cc(=O)[nH]c(SCCCF)n1	3	-4	7	4	1	-4	-3	12	-1	-2.8	-4

Some entries already given, reduced to NOD2 RIPK2 PPI, SRC1 inh and NR2F2 inh:
molecule | NOD2 RIPK2 PPI | SRC1 inh | NR2F2 inh
Cn1ncnc2c(=O)n(C)c(=O)nc1-2 | -16 | 88* | ·
CC12CCC3C(CC=C4CC(O)CCC43C)C1C/C(=C\c1cccc(F)c1)C2=O (stereo not given) | -17 | 1 | -6
